Assay outcomes deposited in PubChem BioAssay by Sanford-Burnham Center for Chemical Genomics.
tim23-1 inh = tim23-1 yeast growth inhibition; inhibition, % at 20 µM; 1.3% of 330,000 active; AID 463212; S. cerevisiae tim23-1 growth, BacTiter-Glo luminescence, 24 h;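 active = growth inhibition of the mutant yeast at or above 50%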;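 note: temperature-sensitive mutant grown at 25 °C; plate controls were DMSO-treated mutant yeast for no effect and medium wells lacking yeast for full effect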
NALP3 yeast inh = inhibitors of NALP3 inflammasome in yeast; Yeast reconstituted NLRP3/ASC/caspase-1, beta-gal luminescence, 24 h; inhibition, % at 10 µM; 0.39% of 330,000 active;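 active = inhibition of 50% or more; inactive = inhibition below 50%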;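 note: plate controls were induced DMSO wells for no effect and uninduced yeast grown without galactose for full effect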
GRIN3A LBD mod = modulators (binders) of human NR3A ligand-binding domain; NR3A LBD differential scanning fluorimetry, Tm shift; 0% = protein alone, 100% = glycine-bound protein; Tm shift relative to glycine control, % at 25 µM; 2.5% of 340,000 active; AID 1259313;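 active = melting temperature shift of at least 10% of the positive control shift, at one fixed dose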
tim10-1 inh = growth inhibitors of tim10-1 mutant yeast; inhibition, % at 20 µM; 2.2% of 330,000 active; S. cerevisiae tim10-1 ts strain growth, BacTiter-Glo, 24 h; AID 463190;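 active = inhibition of at least 40%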;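 note: mutant grown at 25 °C; 0% = DMSO wells with yeast and 100% = wells holding no yeast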
APJ antag = antagonists of human APJ apelin receptor | AID 2521 | inhibition, % at 20 µM | 0.32% of 330,000 active | CHO-K1 APJ beta-arrestin complementation, luminescence;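 active = inhibition above about 40% at 20 µM, limit read from the data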;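 note: cells challenged with 10 nM apelin-13 agonist together with compound; plate controls were apelin-13 plus DMSO wells for no effect and DMSO wells lacking apelin-13 for full effect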
Target sequence (P35414 whole entry, looked up): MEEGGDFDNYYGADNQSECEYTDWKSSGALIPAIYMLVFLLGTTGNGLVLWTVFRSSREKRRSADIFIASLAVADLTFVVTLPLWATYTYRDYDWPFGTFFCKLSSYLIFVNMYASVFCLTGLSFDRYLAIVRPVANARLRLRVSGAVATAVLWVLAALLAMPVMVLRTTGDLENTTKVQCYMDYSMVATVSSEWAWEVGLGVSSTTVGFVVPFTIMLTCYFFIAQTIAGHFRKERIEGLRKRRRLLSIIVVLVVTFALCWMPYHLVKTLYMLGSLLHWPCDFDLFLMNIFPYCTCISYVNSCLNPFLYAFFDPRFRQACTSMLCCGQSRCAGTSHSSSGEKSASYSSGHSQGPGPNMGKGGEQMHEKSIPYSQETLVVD
MPTP block = permeability transition pore inhibition; inhibition, % at 10 µM; 1.4% of 360,000 active; isolated mouse mitochondria, Ca2+ swelling absorbance, 30 min; AID 602449;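 active = inhibition of 50% or more, scaled per plate between neutral and stimulator controls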;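 note: 0% = DMSO wells given calcium and 100% = 1 mM EGTA wells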
TIM10 inh = inhibits growth of TIM10 yeast strain | S. cerevisiae TIM10 strain growth, BacTiter-Glo luminescence, 24 h | inhibition, % at 10 µM | 1.4% of 330,000 active | AID 463195;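 active = inhibition of 40% or more at the single tested concentration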;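 note: wild-type TIM10 isogenic control strain grown at permissive 25 °C; 0% = DMSO yeast wells and 100% = minimal medium wells without yeast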
APJ ag = agonists of human APJ apelin receptor | P35414 | CHO-K1 APJ PathHunter beta-arrestin, luminescence; 0% DMSO wells, 100% apelin | activation, % at 20 µM | 0.11% of 330,000 active | AID 2520;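 active = activation more than six SD over the plate average, tested at 20 µM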;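 note: 0% = DMSO alone and 100% = apelin-13 at 10 nM; some results filed as inactive read as strong as hits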
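Incubation: overnight seeding, 90 min compound at 25 °C, 1 h detection; test system: PathHunter CHO-K1 APJ (AGTRL-1) beta-arrestin reporter cells; amount: 1000 cells/well; doses: one dose, 20 µM compound, 1% DMSO; measured by: beta-gal luminescence; measure: agonist-driven arrestin binding to APJ; benchmarks: negative DMSO alone, positive Apelin-13 at 10 nM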
beta cell repl = induces beta-cell replication in MIN6 cells. proliferation, % at 10 µM. AID 2380. 0.29% of 330,000 active. MIN6 cells proliferation, ATPlite luminescence, 48 h; cells starved in 0.2% serum; 100% = growth in 10% serum;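 active = compounds whose signal lies at least 3.5 SD above the mean of all wells on their plate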;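 note: 0% = DMSO-treated cells in low-serum medium and 100% = 10% serum control; some compounds called inactive have numbers as strong as hits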
The depositor's hits bear a star; / = not tested or not shown.

molecule | tim23-1 inh | NALP3 yeast inh | GRIN3A LBD mod | tim10-1 inh | APJ antag | MPTP block | TIM10 inh | APJ ag | beta cell repl
C/C(N)=C(/C#N)C(=O)CSc1cc(Cl)ccc1Cl | 6 | -3 | -1 | 12 | 7 | 1.4 | 9 | -3 | -1
COCCN1C(=O)N[C@@H](c2ccccc2)C(C(=O)OC)=C1C | 4 | 3 | 1 | 1 | 6 | 0.7 | 0 | 10 | 1
O=C(NNS(=O)(=O)c1ccc(F)cc1)c1cnccn1 | 2 | -3 | -2 | 18 | 0 | -1.8 | -11 | -1 | -2
CCNc1c(C(=O)O)ccc2c1C(=O)c1ccccc1C2=O | 26 | 25 | -1 | 27 | 19 | 3.0 | 3 | -3 | 0
O=C(O)c1ccccc1C(=O)NCCc1ccc(Cl)cc1 | 2 | 16 | -1 | 7 | -14 | 1.8 | 10 | -2 | -4
COc1cc([N+](=O)[O-])ccc1NC(=O)C[n+]1ccccc1 | -15 | 3 | -3 | -16 | 9 | -0.4 | -15 | 2 | -1
COc1cccc(C(=O)NCCS(=O)(=O)N2CCc3ccccc3C2)c1 | 15 | 12 | 3 | 4 | 14 | 0.4 | -1 | 7 | 1
O=C(Nc1cccc(S(=O)(=O)N2CCCC2)c1)c1ccc(Cl)nc1 | 19 | 9 | -2 | 8 | -7 | -0.3 | -3 | -1 | -2
CCOC(=O)c1ccc(NC(=O)CN2C(=O)C(CC)SC(CC)C2=O)cc1 (centres undefined) | 25 | 24 | -5 | 23 | 11 | 1.4 | 7 | -1 | -4
COc1ccc(/C(C)=N/N=C(\C)c2ccc(OC)cc2OC)c(OC)c1 | 33 | 9 | 12* | 20 | 7 | 2.2 | 10 | -2 | -2
O=C(Nc1ccnn1C1CCN(Cc2ccccc2OC(F)F)CC1)c1cccc(F)c1 | -6 | 13 | 0 | -5 | 4 | -0.9 | 5 | -3 | 2
COc1ccc(CNC(=O)Cn2c(=O)oc3ccccc32)cc1OC | 3 | 14 | 1 | -2 | 26 | -0.4 | 3 | -2 | -2
CC(C)CCOc1ccc(C(=O)NNC(=O)CNC(=O)c2ccccc2F)cc1 | 4 | -7 | 0 | 0 | -4 | -0.3 | 1 | 2 | -1
CC(OC(=O)c1cccnc1Cl)C(=O)Nc1ccc2c(c1)OCCO2 (centres undefined) | 4 | 9 | 5 | -2 | 11 | -0.6 | -25 | -3 | -3
Cc1cccn2c(=O)c3cc(C(=O)N4CC(C)CC(C)C4)sc3nc12 (centres undefined) | 37 | 30 | 0 | 18 | 21 | -0.2 | 27 | -2 | 0
O=C1c2ccccc2C(O)(Cc2ccccc2)N1Cc1ccco1 (centres undefined) | 20 | 8 | 0 | 20 | 4 | 0.0 | 15 | 4 | 0
CCOC(=O)C(C)Sc1nc(-c2ccccc2)nc2ccccc12 (centres undefined) | 10 | -6 | -1 | 17 | 10 | -0.4 | 20 | -3 | 5
COc1ccc(C(=O)Nc2cc(=O)[nH]c3ncnn23)cc1 | -9 | -8 | 2 | 17 | 13 | 2.1 | -12 | -3 | 2
CS(=O)(=O)N(Cc1ccc(C(=O)NC2CCCC2)cc1)c1ccccc1 | 4 | 4 | 1 | -6 | -5 | -1.2 | 8 | -3 | 0
Cc1ccc(C)c(N(C(=O)CS(=O)CC(=O)Nc2ccc3c(c2)OCO3)C(C)C(=O)NC2CCCC2)c1 (centres undefined) | 13 | 9 | -1 | -2 | -3 | -0.3 | 15 | -5 | -3
CCC(=O)NCC(c1ccco1)N1CCN(c2ccc(OC)cc2)CC1 (centres undefined) | -1 | 4 | 2 | -15 | 6 | 2.3 | 3 | -4 | -2
COc1ccc(OC)c(-c2cc(C(=O)Nc3c(C)nn(Cc4ccccc4C)c3C)no2)c1 | 19 | 6 | -1 | 27 | -16 | -0.6 | 32 | 0 | -5
COc1ccc(N2C(=O)CNC2=S)cc1 | 12 | -4 | 8 | -7 | 5 | 0.1 | -1 | -2 | 0
Cc1cc(NS(=O)(=O)c2ccc(NC(=S)NC(=O)c3ccc(F)cc3)cc2)no1 | 11 | 19 | 14* | 4 | -9 | -2.9 | 4 | -1 | 0
O=P(O)(O)CCP(=O)(c1ccccc1)c1ccccc1 | -2 | -3 | 0 | -18 | 16 | -0.3 | 0 | 2 | 0
COC(=O)c1ccc(Nc2cc(C)nc3nc(C)nn23)cc1 | 11 | 16 | -1 | -3 | 4 | -0.9 | 10 | -4 | -5
O=C1CC(c2ccccc2Br)c2cc3c(cc2N1)CCC3 (centres undefined) | 7 | 23 | / | 12 | -1 | / | 12 | 0 | -4
O=C(/C=C\c1cn(-c2ccccc2)nc1-c1ccc2c(c1)OCCO2)N1CCOCC1 | -2 | 19 | 2 | 30 | -4 | 2.5 | 37 | 1 | 2
CC(C)N(C(=O)CSc1nnc(-c2cc3ccccc3cc2O)n1Cc1ccco1)C(C)C | 45 | -7 | -3 | 32 | 10 | 2.1 | 32 | -1 | -4
O=C1c2ccccc2N2C(=O)c3ccccc3C2N1Cc1ccco1 (centres undefined) | 38 | 31 | 2 | 26 | 2 | -0.6 | 12 | 0 | -2

By substructure, the entries above containing a furan ring, fused or not
molecule | tim23-1 inh | NALP3 yeast inh | GRIN3A LBD mod | tim10-1 inh | APJ antag | MPTP block | TIM10 inh | APJ ag | beta cell repl
O=C1c2ccccc2C(O)(Cc2ccccc2)N1Cc1ccco1 (centres undefined) | 20 | 8 | 0 | 20 | 4 | 0.0 | 15 | 4 | 0
CCC(=O)NCC(c1ccco1)N1CCN(c2ccc(OC)cc2)CC1 (centres undefined) | -1 | 4 | 2 | -15 | 6 | 2.3 | 3 | -4 | -2
CC(C)N(C(=O)CSc1nnc(-c2cc3ccccc3cc2O)n1Cc1ccco1)C(C)C | 45 | -7 | -3 | 32 | 10 | 2.1 | 32 | -1 | -4
O=C1c2ccccc2N2C(=O)c3ccccc3C2N1Cc1ccco1 (centres undefined) | 38 | 31 | 2 | 26 | 2 | -0.6 | 12 | 0 | -2

Continuation:
Below each compound: tim23-1 inh, NALP3 yeast inh, GRIN3A LBD mod, tim10-1 inh, APJ antag, MPTP block, TIM10 inh, APJ ag, beta cell repl
- N#Cc1cnn2c(-c3cccc([N+](=O)[O-])c3)ccnc12
  27, 13, 2, 16, -5, -2.5, 9, 0, -3
- CCNc1nc(SCC(=O)OC)nc(N(C)C)n1
  20, 13, 1, 2, -17, -0.2, -12, 0, -1
- Cc1cccc(NC(=O)CN2C(=O)c3ccccc3C2=O)c1C
  -2, -1, -2, -9, 4, -1.4, -11, -2, -4
- COc1ccc(C(=O)COC(=O)CN2C(=O)NC(C)(C)C2=O)cc1OC
  4, 7, 1, 0, -10, -1.4, -3, -4, -1
- Cc1ccc(CNC(=O)c2ccc3c(c2)NC(=O)C(N2CCOCC2)S3)cc1 (centres undefined)
  10, 2, -2, 1, -18, 0.7, -13, 0, -2
- CCOCCCNC(=S)N1CCCN(c2nc3c(C)c(C)ccc3cc2C#N)CC1
  26, 12, -11, 36, -3, 1.6, 24, -4, -4
- COc1ccc(N/C=C/C(=O)C(C)(C)C)cc1
  9, 11, -1, 2, 12, -0.3, -14, -7, -1
- COC(=O)CSc1nc(NC(C)C)nc(N2CCOCC2)n1
  1, 15, -2, 1, 14, 0.1, 0, -1, -2
- CC(NS(=O)(=O)c1cc(C(F)(F)F)ccc1Cl)C(=O)N(C)C1CCN(C)CC1 (centres undefined)
  -2, 3, 4, -9, 1, 4.5, 0, 0, 0
- COc1cc2ccccc2cc1C(=O)N1CCN(c2ccccc2O)CC1
  45, 11, 0, 31, -15, -1.0, 18, -3, -3
- COC(=O)Nc1c(C(=O)OC)cc(OC)c(OC)c1OC
  16, -7, 0, 4, 8, -8.5, -11, -2, -2
- Cc1cc(N=Nc2c(O)c3ccccc3[nH]c2=O)ccc1N=Nc1ccc(C(=O)N(C)C)cc1
  13, 6, -1, 7, -8, 0.8, 8, 4, 1
- COc1ccc(CCC(=O)OCC(=O)c2cccc(OC)c2)cc1
  26, -5, -2, 22, -8, 2.2, -8, -4, -4
- COc1ccc(S(=O)(=O)NCc2ccc(F)cc2)cc1OC
  12, 12, 0, -3, 4, -2.4, 10, -2, -2
- Cc1cc(C)c(NC(=O)CNC(=O)COC(=O)Cc2ccccc2C)c(C)c1
  5, 3, -2, 17, -55, -1.6, 11, 5, -6
- CCCCn1c(N)c(N(CCC(C)C)C(=O)c2cc(CC)c(C)s2)c(=O)[nH]c1=O
  7, 5, 1, 2, -16, 0.3, -4, -5, 0
- CC(NC(=O)c1cc2c(=O)n3ccccc3nc2n(CC2CCCO2)c1=N)c1ccccc1 (centres undefined)
  15, 2, -1, -4, 4, -2.5, -4, -1, -1
- Cc1ccccc1C(=O)N1CCC(C(=O)NN2C(=O)NC3(CCC(C)CC3)C2=O)CC1 (centres undefined)
  14, 12, 6, 8, 0, 0.5, 20, -5, -2
- Cc1ccc(S(=O)(=O)CCC(=O)OCC(=O)Nc2cc(C)on2)cc1
  10, 16, 3, 15, -4, -3.1, 8, 0, 0
- CCn1nccc1C(=O)Nc1cc(Cl)ccc1Cl
  21, 22, 5, 25, -3, -2.2, 5, -4, 2
- O=C(Nc1nc(-c2ccccc2)cs1)c1ccc(S(=O)(=O)N2CCc3ccccc32)cc1
  20, 21, -5, 25, 1, 1.0, 14, -3, -1
- Cc1[nH]c2ccccc2c1N=Nc1ccc(F)cc1
  70*, 14, 25*, 63*, 20, 22, 30, 0, -7
- CC(=O)c1ccc(NC(=O)c2ccc(NC(=O)CCS(=O)(=O)c3cccs3)cc2)cc1
  -9, 2, 21*, -5, -25, -0.3, -13, 6, -5
- CNc1nc(OC)nc(N2CCOCC2)n1
  9, -14, -1, 12, 11, -1.2, 10, -5, 3
- O=C(CS(=O)(=O)c1ccc(C(F)(F)F)cn1)NNC(=O)c1ccccc1
  -3, 16, -1, -11, -1, 2.2, -1, 4, 0
- Cc1cc(-c2ccccc2)nc(N(C)NC(=O)c2cccc(C(F)(F)F)c2)c1S(C)(=O)=O
  14, -2, -4, 4, 2, 1.9, 1, -4, -2
- Cn1c(SCC(=O)N2CCCCC2)nnc1-c1ccc(S(=O)(=O)N2CCOCC2)cc1
  -4, -7, -1, 4, 11, -0.5, 1, -3, 1
- O=C(CSc1nc(-c2ccccc2)cc(=O)[nH]1)N1CCOCC1
  1, -2, -1, -3, 5, 14, 2, -4, -2
- COc1ccc(C(=O)Nc2ccc3nc(N4CCCCC4)cc(C)c3c2)cc1OC
  20, 2, -10, 1, -1, -0.3, 12, 2, -6
- N#Cc1ccsc1NC(=O)CN1CCN(c2ccccc2)CC1
  6, 5, 0, 12, 14, 1.6, -5, -2, 1
- Cc1ccccc1CCNC(=O)CCn1nc(C)c2c(C)n(-c3ccccc3)nc2c1=O
  9, -3, -1, 22, 2, 1.4, -1, -2, 5
- O=C(c1cc(C2CC2)on1)N1CCN(C(c2ccccc2)c2ccccc2)CC1
  25, 2, -2, 10, 9, 1.2, -3, -4, -6

Not a retest: two of the compounds above.
Below each compound: tim23-1 inh, NALP3 yeast inh, GRIN3A LBD mod, tim10-1 inh, APJ antag, MPTP block, TIM10 inh, APJ ag, beta cell repl
- Cc1ccccc1CCNC(=O)CCn1nc(C)c2c(C)n(-c3ccccc3)nc2c1=O
  9, -3, -1, 22, 2, 1.4, -1, -2, 5
- O=C(c1cc(C2CC2)on1)N1CCN(C(c2ccccc2)c2ccccc2)CC1
  25, 2, -2, 10, 9, 1.2, -3, -4, -6
